# From PubChem BioAssay
# mABHD4 FP: inhibitors of mouse ABHD4. Q8VD66. purified mABHD4, FP-Rh probe fluorescence polarization. inhibition, % at 8.92 µM. 370,000 compounds, 0.54% hits;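 active = inhibition exceeding the mean over every tested compound plus 3 SD, cut at about 30% in these data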;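 note: 0% = plate median of compound wells and 100% = S159A mutant with DMSO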
#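 Material: mouse ABHD4 enzyme, wild type; Benchmarks: S159A mutant high control, sample median low control; Buffer or medium: HEPES pH 7.0, NaCl, Pluronic buffer; Signal: fluorescence polarization; Read-out: percent inhibition of probe binding, normalized to plate controls; Timing: pre-incubation 45 min, probe exposure 60 min, at 25 °C; Dosing: 8.92 µM, single dose.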
# TDP2 absorb: blocks human TDP2 phosphodiesterase activity | AID 720702 | inhibition, % at 12.8 µM | recombinant TDP2, T5PNP hydrolysis, p-nitrophenol absorbance 415 nm | 370,000 compounds, 0.34% hits | O95551;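 active = inhibition above the mean of all tested compounds plus 3 SD, set per campaign, cut at about 25% in these data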;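 note: 0% = DMSO with enzyme and 100% = buffer with substrate but no TDP2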
# Target sequence (O95551 whole entry, looked up): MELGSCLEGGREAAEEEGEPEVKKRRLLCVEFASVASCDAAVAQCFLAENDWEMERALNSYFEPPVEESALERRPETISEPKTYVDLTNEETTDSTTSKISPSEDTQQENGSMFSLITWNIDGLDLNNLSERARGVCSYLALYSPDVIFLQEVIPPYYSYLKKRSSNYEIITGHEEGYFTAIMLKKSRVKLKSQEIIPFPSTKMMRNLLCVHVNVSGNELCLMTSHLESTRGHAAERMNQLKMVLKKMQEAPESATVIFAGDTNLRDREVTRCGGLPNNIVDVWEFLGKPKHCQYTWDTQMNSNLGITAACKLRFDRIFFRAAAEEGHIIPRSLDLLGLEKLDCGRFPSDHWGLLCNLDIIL
#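 Test system: Human TDP2 enzyme | Reagent: 5 mM T5PNP | Compound dosing: 12.8 µM single point, 1% DMSO | Incubation: Enzyme reaction with compound for 2 h at 37 °C | Technique: p-Nitrophenol epi absorbance | Read-out: % inhibition relative to enzyme-containing and enzyme-free wells | Benchmarks: High control without enzyme, low control DMSO plus TDP2 | Replicates: Singlicate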
# rCAG binder: molecules binding r(CAG) RNA repeats | 370,000 compounds, 1.3% hits | inhibition, % at 3 µM | r(CAG) RNA repeat, TO-PRO-1 dye displacement fluorescence;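 active = inhibition above the plate cutoff, the mean of all test compounds on that plate plus 3 SD, cut at about 35% in these data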;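 note: 0% = DMSO alone and 100% = 100 µM mitoxantrone as full dye displacement; higher means more dye released from RNA so lower well fluorescence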
# Rev-erbA mod: modulates human Rev-erb alpha binding to DNA; P20393; Rev-erbα–FITC-DNA binding, fluorescence polarization, 90 min; activity, % at 10 µM; 370,000 compounds, 0.79% hits; AID 1259318;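 active = activity above about 14%, limit read from the data; passing the limit was not always enough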;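 note: 0% = DMSO wells with 35 nM protein and 100% = DMSO wells with 750 nM protein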
# SIAE primary: blocks human sialic acid acetylesterase. SIAE FP-Rh probe binding, fluorescence polarization. Q9HAT2. AID 1053197. 370,000 compounds, 0.69% hits. inhibition, % at 9.66 µM;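 active = inhibition above a cutoff: mean of compounds within the control limits plus 3 SD of those, cut at about 17% in these data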;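 note: 0% = plate median of compound wells and 100% = probe without SIAE protein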
# HTRA1 inh: inhibitors of human serine peptidase HTRA1; recombinant HTRA1, FP-rhodamine activity-based probe, fluorescence polarization; inhibition, % at 5.96 µM; 340,000 compounds, 0.5% hits; in the data active = inhibition above about 36%;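 note: 0% = enzyme with DMSO and 100% = wells lacking enzyme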
# Target sequence (Q92743 whole entry, looked up): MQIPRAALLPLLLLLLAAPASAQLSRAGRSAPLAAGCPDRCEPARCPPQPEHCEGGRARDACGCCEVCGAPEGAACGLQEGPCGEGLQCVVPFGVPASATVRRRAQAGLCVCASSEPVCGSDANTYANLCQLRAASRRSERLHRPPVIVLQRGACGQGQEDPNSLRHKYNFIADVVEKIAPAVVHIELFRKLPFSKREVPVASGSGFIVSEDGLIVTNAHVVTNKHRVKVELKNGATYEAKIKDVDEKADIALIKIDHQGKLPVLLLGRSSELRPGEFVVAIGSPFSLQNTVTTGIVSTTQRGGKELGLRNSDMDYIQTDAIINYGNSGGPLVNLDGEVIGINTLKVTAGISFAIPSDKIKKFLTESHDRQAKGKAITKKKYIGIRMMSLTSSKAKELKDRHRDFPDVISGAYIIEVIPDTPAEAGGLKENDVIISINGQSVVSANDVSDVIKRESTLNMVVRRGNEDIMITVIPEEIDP
# PG9 binder: binds the HIV-1 gp120 antibody PG9 | TR-FRET gp120-PG9 antibody binding | 360,000 compounds, 0.43% hits | inhibition, % at 6.7 µM; in the data active = inhibition above about 8.5%
# PRMT1 inh: PRMT1 (human) inhibition, primary screen. Q99873. inhibition, % at 2.79 µM. recombinant PRMT1, activity-based probe fluorescence polarization. AID 652257. 370,000 compounds, 1.3% hits;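 active = inhibition above about 21% made by adding two undisclosed values, limit read from the data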
# TCR-CD3 inh: inhibitors of human TCR-CD3 interaction; TAMRA-labeled TCR probe fluorescence, biochemical; inhibition, % at 9.4 µM; 360,000 compounds, 0.37% hits; AID 651800; in the data active = inhibition above about 19%;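 note: recombinant mutant TCR 2C K166C tagged with TAMRA read by polarization; 0% = receptor in buffer alone and 100% = receptor with positive control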
# LEDGF integ inh: blocks HIV-1 LEDGF/p75-dependent DNA integration; TR-FRET IN-LEDGF/p75 DNA integration, Eu/Cy5; inhibition, % at 3.7 µM; 370,000 compounds, 0.64% hits; AID 743269;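 active = inhibition above the screen-wide mean plus 3 SD, cut at about 13% in these data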;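 note: signal is the Cy5 over europium emission ratio at 671 and 618 nm; 0% = plate median of compound wells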
# * marks the source's active call; other numbers are inactive results; . = not tested or not shown. These rows are one share of the data; the hit share may differ from the screen's.
structure	Rev-erbA mod	PRMT1 inh	HTRA1 inh	SIAE primary	mABHD4 FP	LEDGF integ inh	TCR-CD3 inh	rCAG binder	TDP2 absorb	PG9 binder
CC(C)(C)OC(=O)N[C@H](Cc1ccccc1)C(=O)N1CCC[C@@H]1C(=O)O	10	1	-2	1	-1	2	14	-2	4	0.0
Cc1ccc(S(=O)(=O)N2CCC(=O)CC2)cc1	0	-3	-2	0	2	0	8	-3	-7	0.8
COc1cc(C=NNC(=O)c2ccccc2NS(=O)(=O)c2cccs2)cc(OC)c1O	-2	-1	2	0	17	3	4	42*	-3	-0.7
O=c1ccc(Cl)n[nH]1	-2	0	1	-2	5	-4	-4	1	6	0.1
CCCCNC(=O)COc1ccccc1[N+](=O)[O-]	5	3	7	5	9	0	0	-2	8	-0.1
O=[N+]([O-])c1ccc(Cn2cc(-c3cccc(C(F)(F)F)c3)nn2)cc1	5	-1	-25	-7	-16	1	3	-1	-4	-3.0
C=C(C)Cn1c(N)cc(=O)nc1SCC(=O)Nc1cccc(C(F)(F)F)c1	7	-6	-4	-2	1	5	3	0	1	-1.9
COc1cc(C2C(C#N)=C(N)N(Nc3ccccc3)C3=C2C(=O)CC(C)(C)C3)ccc1OCc1ccccc1 (stereo not given)	2	2	-46	-1	-10	-1	-1	12	-2	-1.6
CCCCOc1ccc(-c2c(C(=O)Nc3ccccc3)c(C)[nH]c(=S)c2C#N)cc1	3	23*	-18	-7	-13	1	-5	60*	0	60*
Nc1cc(C(=O)c2ccccc2)ccc1N1CCOCC1	1	-4	1	6	4	-2	9	-5	-8	-0.3
CCCCCN(C(=O)CCC(=O)OCc1cccc(Br)c1)c1c(N)n(CCCC)c(=O)[nH]c1=O	0	-4	-6	-1	2	0	-4	0	-1	-1.4
CS(=O)(=O)CCC(C(=O)OCc1ccc(Cl)cc1)N1C(=O)c2ccccc2C1=O (stereo not given)	-1	1	-7	1	-2	-8	-2	-4	-1	0.3
COc1ccccc1NC(=O)N1CCC(NC(=O)C(Cc2ccccc2F)NC(C)=O)CC1 (stereo not given)	-1	-2	1	-2	2	2	1	-2	-3	-2.8
CCOC(=O)c1c(C)nc2c(c1-c1ccc(Cl)cc1)C(=O)CC(C)(C)C2	-4	-1	0	2	5	-2	0	-11	-3	0.7
COc1cccc(-c2csc(N3CCN(C(=S)Nc4ccc(Cl)cc4)CC3)n2)c1	3	8	-24	5	-9	0	7	7	-3	0.9
COc1cc(OC)c(OC)cc1/C=N/NC(=O)CCc1c(C)n[nH]c1C	6	4	9	-3	-7	0	7	-6	-16	0.2
COc1ccc(C(=O)C(C)OC(=O)CNC(=O)c2ccco2)cc1 (stereo not given)	-7	2	-4	3	12	-3	1	5	-8	0.6
CC(=O)Cn1nnc(-c2ccc(C(F)(F)F)cc2)n1	3	3	-1	-6	-4	-7	-9	-2	-9	-1.2
O=C(CCc1ccccc1)NCCc1ccc(F)cc1	6	2	-4	-6	2	-9	-6	3	-3	0.4
CC(=O)c1cccc(CN(C)CC2CCCN(CCc3ccccc3C)C2)c1 (stereo not given)	2	0	9	2	4	-3	-1	-11	-14	-1.5
Cc1ccc(NC(=O)CSCC(=O)NC2(C)CCS(=O)(=O)C2)cc1 (stereo not given)	-2	2	-1	6	6	-1	-7	3	-10	-2.5
Cc1ccccc1OCCCN1C(=O)C(=O)c2cccc(C)c21	6	-3	-82	5	6	5	-7	2	-5	-2.6
CC1(C)CC(=O)C2=C(C1)OC(N)=C(C#N)C21CCC2(CC1)OCCO2	1	2	-5	5	6	-1	0	-2	-4	0.6
CC(=O)OC1CSc2nc3ccccc3n2C1 (stereo not given)	-2	-1	1	1	-6	1	0	-1	5	-2.5
Nc1nc(N)nc(-c2ccc(Oc3ccccc3)cc2)n1	-5	0	-12	0	-1	3	5	1	5	0.3
CC(C)c1ccc(OCc2ccc(C(=O)N3CCCC3)o2)cc1	0	-1	-4	-2	-2	-1	4	-6	-5	0.3
CN1CCc2c(sc(N)c2C(N)=O)C1	-7	10	4	-2	5	-2	-6	-6	5	-0.1
CCOC(=O)NC(=S)Nc1ccc(C(C)(C)C)cc1Br	-4	4	-13	-8	-3	-3	-5	-3	-7	2.2
CCN(CC)S(=O)(=O)c1csc(C(=O)Nc2ccccn2)c1	-1	-1	6	9	-3	-1	1	-2	8	-2.3
COc1cc(C2N=C(c3ccccc3)NO2)cc(Br)c1O (stereo not given)	-5	-1	1	-4	9	-1	1	7	-1	-2.0
Cc1ccc(S(=O)(=O)N2CCN(C(=O)c3ccc(Cl)nc3)CC2)cc1	1	-1	1	2	-3	3	7	-1	0	0.9
c1cc2c(cc1C1CCCCC1)c1c3n2CCCNC3CCC1 (stereo not given)	0	-2	26	10	36*	2	4	10	-3	-0.4
Oc1ccc(Br)cc1C=Nc1ccc(Cl)cc1	4	1	-1	6	-2	3	14	0	11	0.1
COc1cc(-c2nnc(COC(=O)c3nn(CC(C)C)c(=O)c4ccccc34)o2)cc(OC)c1OC	-6	-1	-11	-1	-2	0	5	-9	6	-0.2
Nc1[nH]nc2nc(NCc3ccccc3)c3c(c12)CCN(Cc1ccccc1)C3	1	-3	1	2	-6	0	2	-3	4	-0.8
FC(F)(F)c1nc(NCc2ccccc2)c2nnn(Cc3ccccc3)c2n1	6	5	0	3	-1	-3	-9	-4	-3	-0.1

# Some of the entries so far, with values under each structure:
# Values run as follows: Rev-erbA mod	PRMT1 inh	HTRA1 inh	SIAE primary	mABHD4 FP	LEDGF integ inh	TCR-CD3 inh	rCAG binder	TDP2 absorb	PG9 binder
- Nc1nc(N)nc(-c2ccc(Oc3ccccc3)cc2)n1
  -5	0	-12	0	-1	3	5	1	5	0.3
- CC(C)c1ccc(OCc2ccc(C(=O)N3CCCC3)o2)cc1
  0	-1	-4	-2	-2	-1	4	-6	-5	0.3
- CN1CCc2c(sc(N)c2C(N)=O)C1
  -7	10	4	-2	5	-2	-6	-6	5	-0.1
- CCOC(=O)NC(=S)Nc1ccc(C(C)(C)C)cc1Br
  -4	4	-13	-8	-3	-3	-5	-3	-7	2.2
- CCN(CC)S(=O)(=O)c1csc(C(=O)Nc2ccccn2)c1
  -1	-1	6	9	-3	-1	1	-2	8	-2.3
- COc1cc(C2N=C(c3ccccc3)NO2)cc(Br)c1O (stereo not given)
  -5	-1	1	-4	9	-1	1	7	-1	-2.0
- Cc1ccc(S(=O)(=O)N2CCN(C(=O)c3ccc(Cl)nc3)CC2)cc1
  1	-1	1	2	-3	3	7	-1	0	0.9
- c1cc2c(cc1C1CCCCC1)c1c3n2CCCNC3CCC1 (stereo not given)
  0	-2	26	10	36*	2	4	10	-3	-0.4
- Oc1ccc(Br)cc1C=Nc1ccc(Cl)cc1
  4	1	-1	6	-2	3	14	0	11	0.1
- COc1cc(-c2nnc(COC(=O)c3nn(CC(C)C)c(=O)c4ccccc34)o2)cc(OC)c1OC
  -6	-1	-11	-1	-2	0	5	-9	6	-0.2
- Nc1[nH]nc2nc(NCc3ccccc3)c3c(c12)CCN(Cc1ccccc1)C3
  1	-3	1	2	-6	0	2	-3	4	-0.8
- FC(F)(F)c1nc(NCc2ccccc2)c2nnn(Cc3ccccc3)c2n1
  6	5	0	3	-1	-3	-9	-4	-3	-0.1

# Additional results follow:
structure	Rev-erbA mod	PRMT1 inh	HTRA1 inh	SIAE primary	mABHD4 FP	LEDGF integ inh	TCR-CD3 inh	rCAG binder	TDP2 absorb	PG9 binder
Cc1ccc(C)c(OCCn2cc(C(=O)O)c3ccccc32)c1	-4	-2	.	4	2	0	-1	18	9	1.2
Cc1cccc(C)c1NC1=NC(=S)N(c2ccc(N(C)C)cc2)C1(C)C	-5	-2	3	-7	-3	-1	6	1	-13	-1.2
Cc1sc2nc(CSCC(=O)Nc3ccc(N4CCOCC4)cc3)[nH]c(=O)c2c1C	-5	0	4	4	2	0	3	2	11	0.3
CC(NC(=O)c1cccc(S(=O)(=O)N(C)C)c1)C1CC2CCC1C2 (stereo not given)	1	-10	-3	-1	-4	5	-1	-8	-3	-1.3
COc1ccc2nc(C)cc(SCC(=O)NNC(=O)COc3ccccc3)c2c1	1	-1	-1	9	-1	1	11	3	6	-3.1
CC(=O)Nc1c(-c2ccc3ccccc3c2)nc2ccccn12	-2	-1	4	-3	-2	-1	3	-1	5	-2.0
CC[n+]1c(C)cc(C)n1-c1ccccc1	-2	-3	4	-3	-11	6	2	-5	-3	-1.4
O=C(Nc1ccc(C(=O)N2CCCCC2)cc1)c1cccs1	-3	2	11	5	2	2	-1	-2	16	-1.8
CCOc1cc(CO)cc(Br)c1OCC(N)=O	-4	0	-4	-5	0	-3	5	0	-12	-0.9
CCN(C(=O)CSc1nnc(-c2cccc(F)c2)n1N)c1c(N)n(Cc2ccccc2)c(=O)[nH]c1=O	-1	16	-1	-6	0	0	0	-16	9	-0.3
CC(=O)Nc1cccc(C(=O)OC(C)C(=O)NC(=O)NC2CCCCC2)c1 (stereo not given)	-2	2	3	2	3	0	-1	-6	6	0.0
COc1ccc(C(=O)NCc2ccncc2)cc1S(=O)(=O)NCc1ccc(Cl)cc1	4	-4	2	-9	-5	4	-2	3	2	0.7
O=C(c1ccco1)N1CCN(Cc2nnnn2C2CCCCC2)CC1	2	1	0	2	1	2	5	1	9	-1.3
Cc1ccc(-c2csc(NC(=O)c3cccc(C)c3)c2C(=O)O)cc1	2	3	-40	-6	-16	-1	4	77*	-7	-0.8
COc1cccc(-n2c(SCC(=O)Nc3nc4ccccc4s3)nc3ccccc3c2=O)c1	15	-4	.	15	5	1	0	4	16	0.4
COC(=O)c1ccsc1NC(=O)c1ccccc1	-7	-2	-5	-9	-2	2	1	4	8	-0.6
CN(C(=O)COC(=O)c1ccc2c(=O)n3c(nc2c1)CCC3)c1ccccc1	-3	4	1	-7	-15	-5	-11	3	-16	1.7
CC(=O)c1ccc(NC(=O)C(C)N(C)CC(=O)Nc2ccc(N3CCOCC3)cc2)cc1 (stereo not given)	2	1	5	-3	2	-9	-3	-3	-10	-1.8
CCc1cccc(NC(=O)c2snc3c(=O)[nH]cnc23)c1	2	4	-6	-1	1	-6	-6	3	-14	-1.7
COc1ccc2[nH]c3c(=O)n(N)c(=O)[nH]c3c2c1	-6	-1	21	6	-2	-3	0	-1	9	-4.0
